# APOBEC3A inh = inhibitors of human APOBEC3A DNA deaminase; P31941; recombinant A3A, FAM/TAMRA ssDNA deamination fluorescence; inhibition, % at 20 µM; 330,000 compounds, 0.41% hits;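 active means at least 40% inhibition at 20 µM here, with at most 30% in a related deaminase screen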;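 further: plate controls were A3A with DMSO for no effect and wells lacking A3A enzyme for full effect; some results filed as inactive read as strong as hits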
# Target sequence (P31941 whole entry, looked up): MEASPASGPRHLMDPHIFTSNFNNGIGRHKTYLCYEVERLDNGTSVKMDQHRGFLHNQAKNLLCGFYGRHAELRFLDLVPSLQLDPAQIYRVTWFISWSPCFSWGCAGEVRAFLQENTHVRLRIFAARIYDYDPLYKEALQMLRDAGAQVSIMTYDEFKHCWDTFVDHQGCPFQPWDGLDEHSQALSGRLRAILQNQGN
# mIAP activ = increases mouse intestinal alkaline phosphatase activity. 330,000 compounds, 0.24% hits. muIAP, CDP-Star luminescence, 30 min; active compounds read high; 1 = vehicle-only enzyme signal, 0 = enzyme-free wells. activation factor at 10 µM;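 active means activation factor of at least 2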; further: the source names both 10 and 20 µM as test concentration; values of inactives mirror those of a sister screen read the other way
#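 Assay system: mouse IAP enzyme / Compound: DMSO-dissolved test compounds / Timing: 30 min, room temperature / Measured by: luminescence from enzymatic CDP-Star hydrolysis / Control set: DMSO-only wells, enzyme-free buffer wells as negative control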
# mIAP block = blocks mouse intestinal alkaline phosphatase | 330,000 compounds, 0.2% hits | inhibition, % at 10 µM | AID 2806 | purified mouse IAP, CDP-Star luminescence, 30 min;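 active means inhibition of at least 40% at 10 µM in the primary screen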;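 further: plate controls were DMSO with enzyme for no effect and no enzyme wells for full effect; values of inactives mirror those of a sister screen read the other way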
# tim10-1 inh = tim10-1 yeast growth inhibition; S. cerevisiae tim10-1 ts strain growth, BacTiter-Glo, 24 h; inhibition, % at 20 µM; AID 463190; 330,000 compounds, 2.2% hits;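 active means inhibition of at least 40%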;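 further: mutant grown at 25 °C; 0% = DMSO wells with yeast and 100% = wells holding no yeast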
# NALP3 yeast inh = inhibitors of NALP3 inflammasome in yeast; AID 2825; Yeast reconstituted NLRP3/ASC/caspase-1, beta-gal luminescence, 24 h; 330,000 compounds, 0.39% hits; inhibition, % at 10 µM;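 active means inhibition of 50% or more; inactive means inhibition below 50%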;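 further: plate controls were induced DMSO wells for no effect and uninduced yeast grown without galactose for full effect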
# TIM10 inh = inhibits growth of TIM10 yeast strain; 330,000 compounds, 1.4% hits; inhibition, % at 10 µM; S. cerevisiae TIM10 strain growth, BacTiter-Glo luminescence, 24 h;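 active means inhibition of 40% or more at the single tested concentration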;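 further: wild-type TIM10 isogenic control strain grown at permissive 25 °C; 0% = DMSO yeast wells and 100% = minimal medium wells without yeast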
# APOBEC3G inh = inhibitors of human APOBEC3G DNA deaminase | Q9HC16 | recombinant A3G, ssDNA deamination FAM/TAMRA fluorescence | inhibition, % at 20 µM | 330,000 compounds, 0.28% hits;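 active means inhibition of at least 40% at 20 µM, with no more than 30% in the related APOBEC3A deaminase screen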;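 further: plate controls were DMSO wells with A3G for no effect and wells lacking A3G enzyme for full effect; some compounds called inactive have numbers as strong as hits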
# Target sequence (Q9HC16 whole entry, looked up): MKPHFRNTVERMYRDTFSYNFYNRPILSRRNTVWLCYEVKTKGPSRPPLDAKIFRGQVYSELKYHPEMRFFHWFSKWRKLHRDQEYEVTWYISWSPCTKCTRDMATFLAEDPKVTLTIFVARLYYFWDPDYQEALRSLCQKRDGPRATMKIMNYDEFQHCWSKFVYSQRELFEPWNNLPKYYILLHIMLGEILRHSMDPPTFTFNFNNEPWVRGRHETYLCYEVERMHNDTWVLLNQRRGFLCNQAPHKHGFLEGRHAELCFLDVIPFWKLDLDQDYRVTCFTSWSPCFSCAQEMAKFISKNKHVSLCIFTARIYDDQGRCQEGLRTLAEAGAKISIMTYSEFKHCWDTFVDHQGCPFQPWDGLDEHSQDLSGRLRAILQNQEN
# beta cell repl = inducers of beta-cell replication in MIN6 cells; MIN6 cells proliferation, ATPlite luminescence, 48 h; cells starved in 0.2% serum; 100% = growth in 10% serum; proliferation, % at 10 µM; 330,000 compounds, 0.29% hits;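 active means compounds whose signal lies at least 3.5 SD above the mean of all wells on their plate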;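 further: 0% = DMSO-treated cells in low-serum medium and 100% = 10% serum control; some compounds called inactive have numbers as strong as hits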
# hIAP inh = blocks human intestinal alkaline phosphatase; purified IAP, CDP-Star luminescence, 30 min; inhibition, % at 10 µM; 330,000 compounds, 0.12% hits; AID 2544; P09923;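 active means inhibition reaching a set limit with compound at 10 µM in the primary screen, cut at about 35% in these data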;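 further: plate controls were DMSO wells with enzyme for no effect and no-enzyme buffer wells for full effect; values of inactives mirror those of a sister screen read the other way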
# An asterisk follows results filed as active.
SMILES,APOBEC3A inh,mIAP activ,mIAP block,tim10-1 inh,NALP3 yeast inh,TIM10 inh,APOBEC3G inh,beta cell repl,hIAP inh
COc1ccc(S(=O)(=O)N(C)C[C@H]2Oc3ccc(NC(=O)NC4CCCCC4)cc3C(=O)N([C@H](C)CO)C[C@@H]2C)cc1,-2,4.7*,-373,21,9,-6,-8,-4,6
Cc1ccc(-c2cccc(C(=O)NCCc3ccccc3)n2)c2ccccc12,-9,0.95,5,20,8,3,-13,-8,7
CC1(C)CN2C(=O)c3ccccc3C2(C)S1 (stereo not given),-4,0.95,5,-1,26,-13,-12,8.0*,14
CN(C)S(=O)(=O)N1CCN(CC(O)COc2ccc(C(=O)c3ccccc3)cc2)CC1 (stereo not given),-5,0.97,3,-9,17,-8,-7,0,-11
COc1ccc(-n2nnnc2SCC(=O)c2cc3ccccc3o2)cc1,1,0.98,2,36,14,30,2,-3,-7
COc1ccc(CNC(=O)C(NS(=O)(=O)c2ccc3c(c2)CCCN3C(C)=O)C(C)C)cc1 (stereo not given),-1,1.1,-7,21,11,3,-4,-2,-27
COc1cccc(-c2ccc(NC(=O)C3CCCN(Cc4cnc(C)n4C)C3)cc2)c1 (stereo not given),-4,0.99,1,-21,6,-76,-6,-6,-32
CC(C)C(c1nnnn1CCc1ccccc1)N1CCOCC1 (stereo not given),-3,1,-5,17,6,12,-1,0,4
CN1CCN(Cc2nc3ccccc3n2C)CC1CCO (stereo not given),-3,0.99,0,-3,13,-2,-8,-2,9
COc1ccc(C(=O)N2CCN(S(=O)(=O)c3ccccc3)CC2)c(OC)c1,-2,0.89,11,13,-1,16,-5,0,13
Cc1ccc(Nc2n[nH]c(C)c2[N+](=O)[O-])cc1C,4,0.97,3,1,47,18,-6,3,2
O=C(COC(=O)c1cccc(S(=O)(=O)N2CCCC2)c1)Nc1ccccc1,-1,1,-2,18,19,-3,-1,0,3
Cc1cccc(C)c1NC(=O)COC(=O)/C=C/c1ccc(S(=O)(=O)N2CCOCC2)cc1,-2,1.1,-6,13,18,4,-7,-2,-16
Cn1c(=O)c([N+](=O)[O-])c(NCc2ccccc2)c2ccccc21,2,1,0,-20,14,-8,-4,2,7
COCCNC(=O)CSc1nc2cc3c(cc2c(=O)n1CCCC(=O)NCCc1ccc(OC)c(OC)c1)OCO3,-7,1.1,-7,18,9,-10,-4,-4,6
N/C(=N\OC(=O)c1cc(Cl)ccc1Cl)c1cccnc1,-1,0.92,8,41*,-22,21,2,0,14
Cc1ccc(NC(=O)CN(C)c2ccc(S(=O)(=O)N3CCN(C)CC3)cn2)cc1,-2,0.92,8,11,29,-1,-3,-2,3
Cc1onc(-c2ccccc2)c1C(=O)NCc1cccc(Cl)c1,1,0.97,3,16,30,2,-6,0,8
c1ccc2nc(N3CCCC3)c(N3CCCC3)nc2c1,2,1.1,-6,12,4,12,1,0,12
CCCCC(=O)Nc1ccc(C(=O)Nc2ccc(S(=O)(=O)N3CCCC3)cc2)cc1,3,1.1,-6,-2,4,-6,-1,0,5
O=C(Nc1ccccc1-c1nc2ccccc2[nH]c1=O)c1cccs1,1,0.95,5,5,19,10,-12,0,2
Cc1cccc(-n2nc(C)c3c(C(=O)O)cc(-c4cccs4)nc32)c1,5,0.93,7,9,21,15,10,-2,3
Cc1cccc(C)c1NC(=O)CN1C(=O)S/C(=C\c2cccn2C)C1=O,-8,0.92,8,13,8,13,-7,-4,5
CN(C)C(=O)c1ccc(OCC(F)(F)F)nc1,-4,0.95,4,-14,16,-2,-7,1,8
COc1cccc(COC(=O)c2cc(S(=O)(=O)N3CCCCC3)ccc2N2CCOCC2)c1OC,3,0.99,1,4,7,1,0,-1,-8
O=C(CNC(=O)c1ccc(Cl)cc1Cl)OCn1nnc2ccccc2c1=O,2,0.98,2,16,-4,-5,-10,2,-7
COc1ccc(CNC(=O)Cn2cnc3c(OCc4ccccc4)ncnc32)cc1,-4,1.2,-15,0,3,-5,-8,-1,2
Cn1c(=O)[nH]c(Nc2ccccc2)c([N+](=O)[O-])c1=O,0,0.99,1,10,14,-5,-2,-1,0
CC(C)CNC(=O)/C=C/C=C/c1ccc2c(c1)OCO2,3,0.98,2,-16,14,-6,2,0,3
O=C(CSc1nc2ccccc2n1Cc1ccccc1)N/N=C/c1ccccc1C(=O)O,0,1,-2,6,-7,20,-5,0,4
O=C(CCCN1C(=O)/C(=C\c2ccco2)SC1=S)Nc1ccc(O)cc1C(=O)O,100,0.32,68*,0,8,5,86,-4,21
Cc1nc(OCc2ccccc2)c2sc3nc4c(cc3c2n1)COC(C)(C)C4,-2,0.93,7,33,2,24,-3,-2,2
CC(C)c1cccc(C(C)C)c1NC(=O)COc1nncc2ccccc12,3,1.1,-7,19,6,-1,0,-2,13
COc1ccc(CN(Cc2ccc(C(=O)O)cc2)C(=S)Nc2ccc(C)cc2)cc1OC,-3,0.97,3,-12,5,7,-3,-2,-12
O=C1c2ccccc2C(=O)N1Cc1nc(-c2ccccn2)no1,1,0.95,5,9,9,3,-3,-1,-1
COc1ccc(CNC(=O)C2(CC3CC(c4ccccc4)=NO3)CCNCC2)cc1 (stereo not given),0,1.1,-6,1,13,-6,3,-5,9
COc1ccc(C2=CC(=O)C[C@H](c3ccc(Cl)cc3)C2)cn1,-1,0.85,15,11,18,-7,-2,-3,5
CCN(CC)S(=O)(=O)c1cccc(C(=O)NCC2CCCCC2)c1,-2,0.94,6,22,27,5,-11,-5,-3
NC(=O)c1nsc(C(=O)N(CC(=O)NC2CCCC2)c2ccc(F)c(Cl)c2)c1N,30,0.97,3,-2,3,16,-6,2,12
O=C(CCC1CCCCC1)Nc1c2c(nn1-c1ccc(F)cc1)CS(=O)C2 (stereo not given),1,1,0,23,13,3,1,-2,4

# Some of these compounds in order of the APOBEC3A inh value, smallest number first.
Compound	APOBEC3A inh	mIAP activ	mIAP block	NALP3 yeast inh	TIM10 inh	APOBEC3G inh	hIAP inh
COc1ccc(CNC(=O)Cn2cnc3c(OCc4ccccc4)ncnc32)cc1	-4	1.2	-15	3	-5	-8	2
COc1ccc(CN(Cc2ccc(C(=O)O)cc2)C(=S)Nc2ccc(C)cc2)cc1OC	-3	0.97	3	5	7	-3	-12
CC(C)CNC(=O)/C=C/C=C/c1ccc2c(c1)OCO2	3	0.98	2	14	-6	2	3

# Remaining list, next part
SMILES,APOBEC3A inh,mIAP activ,mIAP block,tim10-1 inh,NALP3 yeast inh,TIM10 inh,APOBEC3G inh,beta cell repl,hIAP inh
COCCCNC(=O)CC(NCCCOC)C(=O)O (stereo not given),2,1,-3,3,1,0,3,-1,9
O=C(COc1ccc([N+](=O)[O-])cc1)NC(C(=O)O)C(O)c1cccc([N+](=O)[O-])c1 (stereo not given),2,1,0,10,-1,19,-3,-1,-2
CCOCCCn1c(C)nc2c(c1=O)c1nc3ccccc3nc1n2CCC1=CCCCC1,-3,0.92,8,6,10,12,-7,-6,2
O=C(c1cc2cc(Cl)ccc2[nH]1)N1CCN(C(=O)c2ccco2)CC1,0,0.91,9,23,7,19,4,-1,8
CN(C)/N=C/c1ccc(Sc2ccc([N+](=O)[O-])cc2[N+](=O)[O-])o1,-3,0.93,7,43*,54*,40*,-12,-6,3
Cc1ccc(NC(=O)C2C3CCC(O3)C2C(=O)O)cc1Cl (stereo not given),-1,0.94,6,-19,12,-5,-7,1,4
Cc1n(Cc2ccccc2)c2ccccc2[n+]1Cc1ccccc1,-6,0.99,1,-5,7,-16,-7,-4,2
CNC(=O)NC(=O)COC(=O)CCc1nc(=O)c2ccccc2n1C,-3,1,-1,-7,-5,9,-7,-2,-6
CCNC(=O)COc1ccc(/C=N/NC(=O)c2cccnc2)cc1OC,2,1.1,-7,-1,-1,7,0,-2,2
COc1ccc(NC(=O)C2CC2)cc1-n1cnnn1,-5,0.86,14,10,3,10,-2,-3,-2
CSc1ccc(CCNC(=O)C2CCN(c3nnc(-n4cccc4)s3)CC2)cc1,2,1.1,-8,-1,12,-1,-3,-2,-14
Cc1ccc(NC(=O)c2ccccc2N2C(=O)C3C4C=CC(C5CC45)C3C2=O)cc1C (stereo not given),0,0.98,2,31,8,9,1,0,-2
COc1cc(C#N)ccc1OC(=O)Cc1cc(OC)c(OC)c(OC)c1,-3,0.99,1,3,-42,3,-10,3,-2
O=c1c2nnn(-c3ccc(Br)cc3)c2ncn1Cc1ccccn1,2,1.1,-10,-14,4,11,11,-2,12
C/C(CC(=O)NC1CCCCC1)=N\NC(=O)c1ccc(Br)cc1,6,0.96,4,14,22,1,-1,0,-6
COc1ccc(NC(=S)NN(C)C(=S)Nc2ccc(OC)cc2)cc1,2,0.72,28,8,20,-1,-5,0,-86
CCC(C(=O)N1CCOCC1)n1c2ccccc2c2nc(=O)cc(C)n21 (stereo not given),1,0.98,2,10,3,-2,-2,-1,-10
O=C(NC1CCCC1)C1CCCN1C(=O)Nc1ccccc1 (stereo not given),-3,0.97,3,1,-4,8,-3,1,6
COC(=O)C1CCN(C(=O)c2ccccc2Oc2ccccc2)CC1,-2,0.98,2,3,-10,-5,-6,0,0
CC1CN(C(=O)Cn2c(=O)oc3ccccc32)CC(C)O1 (stereo not given),-1,1,-1,-5,6,-12,-13,-2,2
CCC/C(C#Cc1ccsc1)=C1/c2ccccc2C(=O)N1c1ccccc1,-1,0.94,6,23,-4,-1,-4,-6,-27
O=C(NCc1ccccc1)c1nc2ccccc2s1,3,0.93,7,19,1,4,4,1,26
Cc1cccc(OCC(=O)NCc2cc(C)nc3ccccc23)c1,-1,0.94,6,16,16,-13,-4,-2,7
C=CCSC1=N/C(=C\c2ccc3c(c2)OCO3)C(=O)S1,-1,0.88,12,18,6,19,0,-5,8
Cc1cc(C)c(NC(=O)c2ccc(S(=O)(=O)N3CCOCC3)cc2)c(C)c1,-2,1.2,-18,22,6,2,-7,-2,-19
O=C(c1cc(Cl)nc2ccccc12)N1CCc2ccccc2C1,-5,0.97,3,-4,-17,14,-7,0,9
O=C(NCCc1ccccc1)c1cc2ncc(Br)cn2n1,76*,1.1,-11,6,29,1,-3,0,-10
CCOc1ccccc1NC(=O)COC(=O)CC(NC(N)=O)c1ccc(Cl)cc1 (stereo not given),13,1.1,-7,12,4,2,-8,-4,-3
CN(CC(=O)NCc1ccc2c(c1)OCO2)S(=O)(=O)c1ccc(Cl)cc1,-2,0.91,9,18,3,10,-8,0,-14
O=C(O)CSc1nnc(-c2cccc(S(=O)(=O)N3CCCCC3)c2)o1,-6,1.1,-14,1,-5,-8,-3,1,-14
CCN1C(=O)CC(N2CCC(C(=O)N3CCCCCC3)CC2)C1=O (stereo not given),4,0.98,2,-14,-3,5,0,1,0
COc1ccc(CN2CCn3ncc(C(=O)Nc4cc(C)cc(C)c4)c3C2=O)cc1,-1,1,0,-3,22,2,-7,0,-2
Cc1cc(C(C#N)c2cccc(Cl)c2)n2ncnc2n1 (stereo not given),-6,0.87,13,-10,-2,4,-11,-1,3
COc1cc(O)c2c(c1)COC2=O,2,1,-1,16,10,-8,-6,0,-2
CCOC(=O)c1cc(C)n(-n2cnnc2)c1C,-3,0.9,10,9,3,4,-1,-1,-13
Cc1cc(C)cc(NC(=O)CSc2nc3nc(C)cc(C)n3n2)c1,1,0.92,8,-7,6,-7,-5,4,1

# From PubChem
